HTR2A ag: mouse Htr2a agonists via beta-arrestin recruitment, primary screen, cell-based, luminescence; 360,000 compounds, 0.66% hits; 5-hydroxytryptamine receptor 2A (Mus musculus), P35363; activation, % at 7.6 µM; AID 624169, 2012; CHO-K1 mHTR2A beta-arrestin complementation; percent of 30 µM serotonin response;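 active means activation above a run cutoff, the mean activation of all tested compounds plus 3 SD, cut at about 14% in these data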;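 further: 0% = plate median of compound wells and 100% = 30 µM serotonin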
PDI inh: inhibitors of human PDI, primary screen, biochemical, turbidity, single point, plate reader | Protein disulfide-isomerase (Homo sapiens), P07237 | 350,000 compounds, 0.052% hits | PDI insulin aggregation turbidity, A650, 90 min | inhibition, % at 10 µM | AID 588391, 2011;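 active means mean inhibition across replicates of 30% or more, whatever share of single replicates reach that level; inconclusive means mean inhibition below 30% while every single replicate reaches 30%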;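 further: absorbance from insulin aggregation driven by PDI reduction with DTT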
Cardio protect: cardioprotection against H2O2-induced cell death, primary screen, uHTS, H9c2 cells, ATPLite luminescence. 360,000 compounds, 0.63% hits. AID 588492, 2011. H9c2 cardiomyocytes, H2O2 injury protection, 2 h. protection from H2O2 cell death, % at 20 µM;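 active means compounds giving at least 50% protection of heart cells from peroxide-induced death in the single-dose screen, raw or plate-pattern-corrected value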;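 further: 0% = DMSO wells with peroxide and 100% = DMSO wells without peroxide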
MC4R antag cAMP: MC4R antagonists of cAMP signaling, primary screen, cell-based, TR-FRET, antagonist arm of biased-ligand search; AID 540295, 2011; Melanocortin receptor 4 (Homo sapiens), P32245; 360,000 compounds, 0.48% hits; MC4R-expressing cells, MTII-stimulated cAMP, LANCE TR-FRET; inhibition, % at 6.5 µM;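 active means inhibition above its plate's cutoff, the mean of tested wells on that plate plus 3 SD, cut at about 29% in these data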;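 further: 0% = Melanotan II alone and 100% = Melanotan II plus saturating MCL0020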
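System: U2OS-MC4R stable cell line; Technique: Eu-cAMP/anti-cAMP TR-FRET, emission 671 nm; Repeats: single well per compound; Also added: Melanotan II; Dosing: one concentration, 6.5 µM nominal; Schedule: 30-min compound, 1-h challenge, 1-h detection, room temperature.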
aDG glyco up: activators of alpha-DG glycosylation, primary screen, uHTS, Pro5-aDG cells, AlphaScreen. alpha-DG glycosylation AlphaScreen (IIH6); 0% Pro5, 100% B10-LARGE cell signal. activation, % at 10 µM. AID 624168, 2012. 360,000 compounds, 0.22% hits;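 active means activation of at least 8% versus controls, or a plate z-score of at least 8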;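 further: Pro5 are CHO cells carrying HIG-tagged alpha-DG that lacks glycosylation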
ABCB6 inh MLPCN: ABCB6 transporter inhibitors, primary screen, K562-ABCB6 cells, flow cytometry, MLPCN library; K562-ABCB6 porphyrin accumulation, 1 h; active compounds read low; fluorescence ratio to DMSO, % at 10 µM; ATP-binding cassette sub-family B member 6 (Homo sapiens), Q9NP58; 360,000 compounds, 0.19% hits;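 active means fluorescence ratio to DMSO below 75%, the collection mean minus 3 SD; inconclusive means too few cells collected in the well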;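 further: signal is porphyrin accumulated inside mitochondria; 100% equals median channel fluorescence of DMSO control wells; lower ratio means ABCB6 inhibition with less porphyrin fluorescence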
Target sequence (Q9NP58 whole entry, looked up): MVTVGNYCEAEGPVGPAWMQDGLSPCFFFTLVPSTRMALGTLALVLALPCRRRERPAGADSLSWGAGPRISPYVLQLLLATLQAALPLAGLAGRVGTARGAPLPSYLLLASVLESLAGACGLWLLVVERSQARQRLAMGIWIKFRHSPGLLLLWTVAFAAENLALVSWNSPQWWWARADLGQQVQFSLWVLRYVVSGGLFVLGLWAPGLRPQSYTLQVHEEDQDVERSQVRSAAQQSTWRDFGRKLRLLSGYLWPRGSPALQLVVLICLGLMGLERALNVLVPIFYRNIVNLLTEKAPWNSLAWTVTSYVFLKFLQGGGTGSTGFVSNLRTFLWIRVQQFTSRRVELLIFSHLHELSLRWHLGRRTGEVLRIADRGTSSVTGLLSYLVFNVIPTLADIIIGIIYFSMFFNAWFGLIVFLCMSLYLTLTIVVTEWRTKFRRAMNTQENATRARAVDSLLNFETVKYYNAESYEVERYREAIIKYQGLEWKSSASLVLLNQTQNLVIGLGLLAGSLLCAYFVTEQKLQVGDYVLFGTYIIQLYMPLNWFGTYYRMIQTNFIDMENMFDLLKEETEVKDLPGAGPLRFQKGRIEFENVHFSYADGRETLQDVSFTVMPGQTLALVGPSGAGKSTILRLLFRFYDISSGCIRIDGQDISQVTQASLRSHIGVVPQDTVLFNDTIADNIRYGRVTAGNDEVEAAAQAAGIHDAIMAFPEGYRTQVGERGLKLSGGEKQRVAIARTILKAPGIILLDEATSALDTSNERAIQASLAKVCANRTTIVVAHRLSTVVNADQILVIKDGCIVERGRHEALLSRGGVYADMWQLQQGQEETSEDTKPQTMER
CaV13 FRET inh: Disruptors of the CACNA1D IQ motif to Ca2+-dependent inactivation inhibitor domain association, primary screening, Förster resonance energy transfer in intact living …. HEK cells, CFP/YFP FRET ICDI-IQ, plate reader, 10 min; percent FRET-ratio fall versus neutral wells. inhibition, % at 12.3 µM. 340,000 compounds, 0.098% hits;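 active means mean replicate inhibition of at least 30% and at least 1% of replicates passing that level; inconclusive means only one of the two criteria is met; inactive means neither criterion is met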;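 further: 0% = median of the neutral control wells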
Vif imaging: HIV Vif self-association inhibitors, primary screen, imaging, HEK293T, single point | HEK293T cells, Vif self-association by quenched fluorescence, 24 h | inhibition, % at 7.49 µM | 340,000 compounds, 0.35% hits | AID 602346, 2012; in the data active means inhibition above about 50%, passing the limit was not always enough; inconclusive means no clear call, values can overlap the other calls; inactive means below about 31%; further: some results filed as inactive read as strong as hits
MC4R barr agon: MC4R agonists recruiting beta-arrestin, primary screen, cell-based, luminescence, agonist arm of biased-ligand search. U2OS MC4R beta-arrestin complementation; percent of melanotan II response, DMSO zero. Melanocortin receptor 4 (Homo sapiens), P32245. 360,000 compounds, 0.98% hits. activation, % at 8.9 µM. AID 540308, 2011;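 active means activation above a per-plate cutoff, the mean activation of sample wells on that plate plus 3 SD, cut at about 8% in these data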
Glyco luc inh: increase of ERlucT glycosylation luciferase signal, primary screen, N-linked glycosylation inhibitor project, D54 ERlucT cells, luminescence, set 2 | D54 ERlucT glycosylation luciferase reporter, 24 h; percent of 100 nM tunicamycin response | reporter increase, % at 12.5 µM | AID 588692, 2011 | 360,000 compounds, 0.23% hits;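 active means mean luciferase reporter signal, scaled so untreated is 0 and the glycosylation-blocking control 100, at or above a set limit in every replicate; inconclusive means mean reaches the limit but not every replicate does; inactive means mean below the limit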;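 further: luciferase carries N-glycosylation sites so blocking glycosylation raises the light; 0% = median of neutral control wells and 100% = median of 100 nM tunicamycin wells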
An asterisk follows results filed as active; ? = inconclusive; . = no result given.

Start of the data: the first two entries, ahead of the listing:
SMILES | HTR2A ag | PDI inh | Cardio protect | MC4R antag cAMP | aDG glyco up | ABCB6 inh MLPCN | CaV13 FRET inh | Vif imaging | MC4R barr agon | Glyco luc inh
CC(=O)c1ccc(NS(=O)(=O)c2ccc(CC(C)C)cc2)cc1 | 0 | 0 | -9 | 4 | 0.1 | 98 | -3 | -2 | 3.5 | -2
CCN1CCN(c2nc(S(=O)(=O)c3ccc(C)cc3)c(Cl)s2)CC1 | 0 | 2 | 3 | -5 | 0.1 | 94 | -6 | 2 | -1.4 | -6

All compounds of this part, from the first entry:
SMILES | HTR2A ag | PDI inh | Cardio protect | MC4R antag cAMP | aDG glyco up | ABCB6 inh MLPCN | CaV13 FRET inh | Vif imaging | MC4R barr agon | Glyco luc inh
CC(=O)c1ccc(NS(=O)(=O)c2ccc(CC(C)C)cc2)cc1 | 0 | 0 | -9 | 4 | 0.1 | 98 | -3 | -2 | 3.5 | -2
CCN1CCN(c2nc(S(=O)(=O)c3ccc(C)cc3)c(Cl)s2)CC1 | 0 | 2 | 3 | -5 | 0.1 | 94 | -6 | 2 | -1.4 | -6
CCCCC1CCc2[nH]nc(C(=O)O)c2C1 (centres undefined) | -2 | 10 | -1 | 5 | -0.3 | 101 | -10 | . | 0.2 | 1
O=C(Nc1cc(Cl)ccc1-n1cncn1)c1ccc(Br)o1 | -1 | -6 | 4 | 10 | 0.4 | 98 | -14 | 13 | -0.6 | -1
O=C(NNC(=O)c1ccccc1[N+](=O)[O-])c1ccccn1 | -3 | 0 | 0 | 6 | 0.0 | 99 | -6 | 10 | -1.5 | 1
CC(=O)N1c2ccc(S(=O)(=O)N3CCC(C(=O)Nc4cccc(C)c4)CC3)cc2CC1C (centres undefined) | -1 | -3 | 1 | 7 | 0.4 | 100 | -3 | 0 | -1.2 | -2
Cc1cc(C)c(NC(=O)CNC(=O)COC(=O)CNC(=O)c2ccc(Cl)cc2Cl)c(C)c1 | -4 | -6 | 2 | 11 | 0.0 | 97 | -6 | -7 | 1.1 | 3
COc1ccc(NC(=O)N(C)C[C@H]2Oc3ccc(NS(=O)(=O)c4ccccc4)cc3C(=O)N([C@H](C)CO)C[C@@H]2C)cc1 | 3 | 4 | -3 | -8 | 0.5 | 95 | -6 | 0 | 1.0 | 0
Cn1c(=O)c2c(SCC(=O)NC3CCCC3)nc(CC(C)(C)C)nc2n(C)c1=O | 7 | -7 | -3 | 10 | 0.1 | 103 | -5 | -5 | -2.2 | 1
CC(C)CC1=NN2C(=N)/C(=C\c3coc4ccccc4c3=O)C(=O)N=C2S1 | 2 | 11 | -12 | 22 | -0.5 | 107 | -15 | 6 | 2.4 | 1
COc1ccc(-c2cc(C(F)(F)F)nc(N3CCCCCC3)n2)cc1 | -1 | -2 | -4 | 11 | 0.3 | 94 | -4 | 1 | 1.0 | -5
O=C(N/N=C/c1ccc(OC(=O)c2ccco2)cc1)c1ccncc1 | -2 | -58 | 3 | -10 | 0.4 | 100 | -6 | -2 | -3.4 | 0
COc1ccccc1N1CCN(C(=O)CN(c2cc(C)cc(C)c2)S(C)(=O)=O)CC1 | 10 | 11 | -2 | 13 | 0.0 | 95 | -7 | 1 | -0.5 | 1
CC(C)OP(=O)(OC(C)C)C(Nc1ccccc1)c1cccc([N+](=O)[O-])c1 (centres undefined) | 0 | -4 | 1 | -6 | 0.1 | 101 | -5 | -3 | 1.1 | 1
Cc1onc(-c2ccccc2)c1C(=O)/C=C/N(C)C | -2 | 1 | 6 | 10 | 0.0 | 95 | -5 | 5 | -2.8 | 2
COc1ccc(C(=O)N2CCCCC2c2cc(C(=O)Nc3ccccc3)no2)cc1 (centres undefined) | -4 | -5 | -4 | 10 | -0.2 | 95 | -6 | 14 | -1.5 | -1
COc1ccc(CNS(=O)(=O)c2cc(-c3cc(C)no3)ccc2C)cc1OC | 7 | 9 | -3 | 6 | -0.1 | 96 | -4 | -1 | -2.5 | 1
O=C(O)/C(=C1\OC(=O)c2ccccc21)c1ccccc1 | -4 | -1 | 14 | 5 | -0.3 | 101 | -4 | 8 | -1.9 | 0
NC(=O)NC(Cc1ccccc1)c1ccccc1 (centres undefined) | 4 | 0 | -2 | 18 | 0.4 | 100 | -7 | . | 1.3 | -1
O=c1c2c3c(sc2ncn1/N=C/c1ccncc1)CCCC3 | 7 | 7 | -1 | 3 | -0.4 | 91 | -5 | 3 | -2.4 | 6
Cc1cc(C)n(S(=O)(=O)c2cc(C)c(C)cc2C)n1 | 4 | -1 | -6 | 0 | -0.1 | 95 | -4 | -3 | -0.1 | 0
COc1ccc(Cl)c(NCCC(=O)O)c1 | -2 | -3 | 8 | 5 | 0.2 | 90 | -6 | 2 | -0.6 | 0
C#CCNC(=O)C1=C[C@H](C2CCCCC2)[C@@H](CCCO)[C@H](OCC)O1 | -1 | 6 | -2 | 5 | -0.3 | 98 | -12 | 2 | 0.2 | 2
CC(C)(C)c1ccc(C(=O)Nc2ccc(NC(=O)C(=O)O)cc2)o1 | 0 | 1 | -1 | -1 | 0.2 | 104 | -4 | -6 | -2.8 | -1
COc1ccc(-c2c(C)nn3c(Cl)c(C)c(C)nc23)cc1 | 1 | -47 | 9 | 1 | 0.3 | 98 | -21 | -5 | -0.1 | 5
Next part:
SMILES | HTR2A ag | PDI inh | Cardio protect | MC4R antag cAMP | aDG glyco up | ABCB6 inh MLPCN | CaV13 FRET inh | Vif imaging | MC4R barr agon | Glyco luc inh
CC1=C(C(=O)OC2CCCCC2)C(c2ccco2)C2=C(CC(C)(C)CC2=O)N1 (centres undefined) | -2 | -5 | -16 | 7 | -0.1 | 95 | -5 | -2 | -1.5 | 0
COCCNC(=O)c1ccc(NS(=O)(=O)c2ccc3[nH]c(=O)[nH]c3c2)cc1 | -1 | 8 | 5 | 3 | 0.0 | 97 | -3 | ? | 0.2 | 1
CN1C(=O)C2(c3ccccc31)c1c(oc3ccccc3c1=O)C(=O)N2CCO (centres undefined) | 1 | -4 | 2 | 16 | -0.1 | 99 | -19 | -2 | 1.6 | 0
c1ccc(CCNc2nc3ccccc3s2)cc1 | -2 | 14 | -1 | 3 | -0.1 | 93 | -4 | 5 | 0.0 | -6
CCCCCC1CC(/C(C)=N/NC(N)=O)OC1=O (centres undefined) | 0 | -4 | 4 | -5 | -0.2 | 109 | -5 | 8 | -0.6 | 1
CNC(=O)c1ccc(NC(=O)/C=C/c2cccc(F)c2)cc1 | 2 | -15 | 2 | 2 | -0.1 | 95 | -4 | -1 | 0.9 | 0
NC(=O)C1CCN(C(=O)CN2CCN(c3cccc(C(F)(F)F)c3)CC2)CC1 | 0 | 2 | -8 | 8 | 0.2 | 103 | -5 | -9 | 0.9 | 0
Cc1ccc(C2C(C#N)=C(N)Oc3n[nH]c(C)c32)cc1 (centres undefined) | -5 | 7 | 26 | 8 | 0.1 | 90 | -4 | 42 | -2.4 | 1
COc1ccc(-c2csc(Nc3ccc(S(=O)(=O)Nc4cc(C)on4)cc3)n2)cc1 | -2 | 8 | 0 | 12 | -0.1 | 96 | -1 | 7 | -2.4 | 3
O=C1c2ccccc2N2C(=O)c3ccccc3C2N1Cc1ccccc1 (centres undefined) | -4 | 0 | 5 | 3 | -0.1 | 99 | -6 | -4 | -2.3 | -2
CCOc1cc2[nH]c(=S)n(CCN3CCC(C)CC3)c(=O)c2cc1OCC | -4 | -5 | 4 | 11 | 0.4 | 95 | -4 | -4 | 0.3 | -4
NC(=O)NCCN1CCN(c2ncc(C(F)(F)F)cc2Cl)CC1 | 6 | 1 | -6 | 5 | -0.3 | 102 | -4 | -3 | -3.8 | 1
c1ccc(-c2noc(C34CC5CC(CC(C5)C3)C4)n2)cc1 | 1 | -1 | -26 | 14 | 0.0 | 99 | -5 | -16 | -1.0 | 0
Cn1nnnc1CCOCCc1nnnn1C | 0 | -10 | -2 | 3 | -0.4 | 97 | . | -3 | -1.3 | 3
O=C(c1ccc(COc2ccccc2)o1)N1CCN(S(=O)(=O)c2ccccc2Cl)CC1 | -11 | 10 | 10 | 7 | -0.2 | 91 | -6 | -10 | -2.3 | -4
Cc1cc(=O)oc2c(C)c(OCC(=O)NCC3CCC(C(=O)O)CC3)ccc12 (centres undefined) | -2 | . | -1 | 1 | 0.1 | 102 | . | -5 | 0.2 | -1
O=C(OCC(=O)N1CCc2ccccc21)c1cccc(S(=O)(=O)N2CCCc3ccccc32)c1 | 6 | -11 | -4 | -4 | 1.4 | 96 | -5 | -1 | 3.8 | 4
O=C1C(=O)N(CCCN2CCOCC2)C(c2ccc([N+](=O)[O-])cc2)/C1=C(/O)c1ccc2c(c1)OCO2 (centres undefined) | 8 | -3 | 6 | 0 | -0.1 | 97 | -5 | 10 | -2.4 | 1
COc1cccc(NC(=O)c2cnc(SC)nc2C)c1 | 0 | -3 | 2 | 7 | 0.2 | 95 | -3 | 17 | 0.3 | 2
CO[C@H]1/C=C/O[C@@]2(C)Oc3c(C)c(O)c4c(O)c(c(C=NN5CCN(C)CC5)c(O)c4c3C2=O)NC(=O)/C(C)=C\C=C\[C@H](C)[C@H](O)[C@@H](C)[C@@H](O)[C@@H](C)[C@H](OC(C)=O)[C@@H]1C | -7 | 7 | -5 | -10 | -0.3 | 99 | -5 | 7 | -1.4 | 3
CCCCCC(=O)NNC1=NCC(Cc2ccccc2)S1 (centres undefined) | -3 | 0 | -6 | -4 | 0.0 | 93 | -6 | -2 | -0.8 | -1
S=C(Nc1ccccc1)c1ccccn1 | -3 | -5 | -19 | 9 | -0.4 | 110 | . | -5 | 0.9 | -2
COC(=O)CCCC1=CC2=C(c3ccccc3)C(=O)C(C)(OC(=O)C3CCCC3)C(=O)C2=CN1c1ccccc1 (centres undefined) | 2 | 0 | 8 | 4 | 0.0 | 107 | -6 | 2 | -1.0 | 1
CCn1nc(NS(=O)(=O)c2ccc(C)cc2)c2cc3ccccc3nc21 | 2 | 1 | -1 | 3 | 0.0 | 96 | -7 | -1 | -4.2 | 3
CCOc1ccc(NC(=O)CC2SC(N)=NC2=O)c([N+](=O)[O-])c1 (centres undefined) | -4 | -2 | 1 | -3 | 0.1 | 99 | -1 | -1 | -0.9 | 1

No enrichment for hits. About 3.6% of those tested had a hit in this group.
